TRPC4 act – activators of mouse TRPC4 channel, primary screen, Fluo4 calcium, HEK293 TRPC4beta/mu-opioid cells | 0.49% of 310,000 active | B-score at 10 µM | Short transient receptor potential channel 4 (Mus musculus), Q9QUQ5 | Fluo4 calcium fluorescence; hits give high values;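 active = B-score above 5 SD of library B-scores, and initial fluorescence ratio not above library mean plus 5 SD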;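 also: positive B-score marks a calcium rise read as TRPC4 activation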
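Assay system: HEK293 cells stably co-expressing mouse TRPC4beta and mu-opioid receptor / Timing: Fluo4 dye loading 45 min at room temperature, 110 s recording / Signal: Fluo4 calcium-sensitive dye fluorescence, kinetic, 1 Hz baseline / Read-out: integrated baseline-normalised fluorescence ratio, converted to per-well B score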
TRPC4 PAM – positive allosteric modulators of TRPC4, primary screen, cell-based, mouse TRPC4beta, HEK293 mu-opioid, Fluo-4 calcium; Short transient receptor potential channel 4 (Mus musculus), Q9QUQ5; 0.42% of 310,000 active; DAMGO EC20, Fluo-4 Ca2+ flux; hits give high values; B-score at 10 µM;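 active = B-score of calcium response area above 5 SD of library B-scores, with initial fluorescence ratio within 5 SD of library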;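 also: B-score of integrated fluorescence ratio over time as area under calcium response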
MrgX1 allo act – positive allosteric modulators of MrgX1, primary screen, HEK293 cells, Fluo-4 calcium flux; Mas-related G-protein coupled receptor member X1 (Homo sapiens), Q96LB2; FDSS; hits give high values; B-score at 10 µM; 0.63% of 310,000 active; AID 588675, 2011;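 active = plate-corrected calcium response at least 3 library SD above typical, normal starting fluorescence, not activating the receptor alone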;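 also: compound read alongside a low EC10 to EC30 dose of BAM8-22 agonist; peak minus trough fluorescence over baseline measured at the second addition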
MrgX1 antag – antagonists of human MrgX1 receptor, primary screen, HEK293 cells, Fluo-4 calcium flux; BAM8-22 antagonism; hits give low values; 1.3% of 310,000 active; Mas-related G-protein coupled receptor member X1 (Homo sapiens), Q96LB2; B-score at 10 µM;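 active = calcium-response B-score plate-corrected more than 3 library SD below zero, starting fluorescence within 5 deviations, no agonist response on first addition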;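 also: peak minus trough fluorescence over baseline after final BAM8-22 challenge near maximal dose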
TRPC6 inh – mouse TRPC6 channel inhibitors, primary screen, cell-based, HEK293, membrane potential dye; B-score at 10 µM; 1.1% of 310,000 active; AID 2553, 2010; Short transient receptor potential channel 6 (Mus musculus), Q61143; ACh-evoked depolarization; hits give low values;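 active = B-score under library mean minus 3 SD, initial fluorescence not abnormally high, positive integrated signal ratio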;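 also: B-score derived from integrated fluorescence ratio over the kinetic read; more negative B-score means stronger inhibition of depolarization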
TRPC6 act – mouse TRPC6 channel activators, primary screen, cell-based, HEK293, membrane potential dye | Short transient receptor potential channel 6 (Mus musculus), Q61143 | HEK293-TRPC6 membrane potential dye fluorescence; hits give high values | B-score at 10 µM | 0.13% of 310,000 active | AID 2550, 2010;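 active = B-score of the integrated fluorescence ratio above library mean plus 3 SD, and starting fluorescence ratio within library mean plus 5 SD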;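 also: higher score means more depolarization so channel activation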
MrgX1 ag – agonists of human MrgX1 receptor, primary screen, HEK293 cells, Fluo-4 calcium flux; Mas-related G-protein coupled receptor member X1 (Homo sapiens), Q96LB2; Fluo-4 calcium fluorescence, agonist mode; hits give high values; B-score at 10 µM; 0.44% of 310,000 active; AID 588627, 2011;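 active = calcium response B-score plate-corrected fluorescence ratio at least 3 library SD, with starting fluorescence B-score inside 5 SD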
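Material: HEK293 cells stably expressing human MrgX1 receptor | Quantity: 15,000 cells per well | Times: Cells plated overnight, dye loaded 0.5 h 37 °C, 0.5 h room temperature | Measured by: Kinetic Fluo-4 NW fluorescence of intracellular calcium | Control set: Positive and negative controls per plate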
ANO1 activ – TMEM16A chloride channel activators or potentiators, primary screen, cell-based, HTS; Anoctamin-1 (Mus musculus), Q8BHY3; HEK293 TMEM16A/YFP-H148Q/I152L, iodide quench fluorescence; hits give low values; B-score at 10 µM; 0.3% of 340,000 active;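 active = fluorescence-ratio B-score plate-corrected deviation score at least 3 library SD below zero, with starting fluorescence score within 5 deviations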;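 also: channel opened by trigger with iodide after compound preincubation; score built on the fluorescence ratio of max minus min over baseline; more negative score means more quench and so TMEM16A activation or potentiation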
Target sequence (Q8BHY3 whole entry, looked up): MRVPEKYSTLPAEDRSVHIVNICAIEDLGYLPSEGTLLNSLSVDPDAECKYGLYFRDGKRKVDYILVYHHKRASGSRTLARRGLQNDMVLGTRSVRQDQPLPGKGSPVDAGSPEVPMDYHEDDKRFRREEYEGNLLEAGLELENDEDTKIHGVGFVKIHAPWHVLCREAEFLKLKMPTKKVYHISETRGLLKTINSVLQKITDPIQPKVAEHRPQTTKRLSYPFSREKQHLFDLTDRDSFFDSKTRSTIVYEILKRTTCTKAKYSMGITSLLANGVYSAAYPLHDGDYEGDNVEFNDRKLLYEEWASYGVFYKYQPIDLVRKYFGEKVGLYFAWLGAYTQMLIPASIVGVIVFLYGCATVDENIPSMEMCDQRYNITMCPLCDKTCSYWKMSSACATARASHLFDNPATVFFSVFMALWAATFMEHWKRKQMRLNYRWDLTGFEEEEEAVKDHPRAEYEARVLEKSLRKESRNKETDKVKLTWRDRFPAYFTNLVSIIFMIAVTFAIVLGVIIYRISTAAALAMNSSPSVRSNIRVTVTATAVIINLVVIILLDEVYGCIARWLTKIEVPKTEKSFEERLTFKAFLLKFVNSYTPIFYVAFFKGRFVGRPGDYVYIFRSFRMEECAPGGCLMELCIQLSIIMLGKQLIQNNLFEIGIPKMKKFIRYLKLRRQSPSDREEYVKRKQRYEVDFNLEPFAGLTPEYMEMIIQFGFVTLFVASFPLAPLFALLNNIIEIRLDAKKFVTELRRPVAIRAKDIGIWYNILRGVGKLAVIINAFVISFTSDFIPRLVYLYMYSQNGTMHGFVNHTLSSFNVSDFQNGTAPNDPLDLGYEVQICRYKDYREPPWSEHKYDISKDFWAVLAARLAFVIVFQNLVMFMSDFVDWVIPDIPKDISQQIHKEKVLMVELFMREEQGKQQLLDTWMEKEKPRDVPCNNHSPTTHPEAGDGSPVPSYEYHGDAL
ANO1 block – TMEM16A chloride channel inhibitors, primary screen, cell-based, HTS | HEK293 TMEM16A/YFP iodide influx fluorescence, ionomycin | normalized B-score (activity score, 25-100; higher = stronger inhibition) at 10 µM | 1.2% of 310,000 active | AID 588511, 2011;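 active = ratio plate-corrected score three or more library SD toward inhibition, starting fluorescence score within five deviations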;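 also: score derived from kinetic fluorescence span divided by baseline fluorescence per well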
TRPC4 inh – inhibitors of mouse TRPC4 channel, primary screen, Fluo4 calcium, HEK293 TRPC4beta/mu-opioid cells | B-score at 10 µM | 0.39% of 300,000 active | AID 2247, 2010 | DAMGO-evoked Fluo4 calcium flux; hits give low values | Short transient receptor potential channel 4 (Mus musculus), Q9QUQ5;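 active = B-score over 3 SD under the library average, no early fluorescence shift, positive overall ratio signal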
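test system = HEK293 cells with stable TRPC4beta plus mu-opioid receptor expression | detection = Fluo4 Ca2+ flux fluorescence | read-out = integrated fluorescence ratio relative to baseline, converted to per-well B score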
RGS4 block – RGS4 inhibitors, primary screen, cell-based, HEK293 M3R inducible RGS4, calcium flux. Regulator of G-protein signaling 4 (Homo sapiens), P49798. Fluo-4 calcium flux; hits give high values; triggered by carbachol at its EC20. B-score at 10 µM. 0.45% of 310,000 active;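 active = B-score, a plate-corrected calcium signal, over three deviations above library mean, with baseline fluorescence within five deviations of library mean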;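 also: RGS4 expression induced by doxycycline in cells with stable M3 receptor; B-score is computed from the integrated fluorescence ratio over baseline after carbachol; higher B-score means a larger calcium signal and so more RGS4 inhibition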
* = called active by the depositor; i = inactive; / = no result given.

SMILES | TRPC4 act | TRPC4 PAM | MrgX1 allo act | MrgX1 antag | TRPC6 inh | TRPC6 act | MrgX1 ag | ANO1 activ | ANO1 block | TRPC4 inh | RGS4 block
N#CCN1C(=O)NC2(CCCc3sccc32)C1=O (stereo not given) | i | i | i | i | i | i | i | i | i | i | i
CCn1cc(CN2CCC(C(=O)Nc3cccc(-c4cscn4)c3)CC2)cn1 | i | i | i | i | i | i | i | i | i | i | i
O=C(Cn1c(NCCO)nc2ccccc21)c1ccc(Cl)cc1Cl | i | i | i | i | i | i | i | i | i | i | i
Cc1cc2ncn(C3CC(=O)N(C)C3=O)c2cc1C (stereo not given) | i | i | i | i | i | i | i | i | i | i | i
Cn1c(CCNC(=O)c2ccccc2F)nnc1SCc1nc2ccccc2c(=O)[nH]1 | i | i | i | i | i | i | i | i | i | i | i
O=C(O)CCN=C1CCCc2ccccc2N1 | i | i | i | i | i | i | i | i | i | i | i
CCN1CCN(CCCN(Cc2ccco2)C(=S)Nc2ccc(Cl)c(C)c2)CC1 | i | i | i | i | i | i | i | i | i | i | i
O=C(CCC1CCCCC1)Nc1nccs1 | i | i | i | i | i | i | i | i | i | i | i
COc1cccc(/C=C(/CC(=O)Nc2ccc(N3CCOCC3)cc2)c2nc3ccccc3s2)c1 | i | i | i | i | i | i | i | i | i | i | i
O=C1c2cccnc2C(=O)N1Cc1ccc(S(=O)(=O)N2CCN(c3ccccc3)CC2)cc1 | i | i | i | i | i | i | i | i | i | i | i
CCc1ccc2nc(Nc3ncc(C(C)=O)c(C)n3)nc(C)c2c1 | i | i | i | i | i | i | i | i | i | i | i
COc1cccc(-c2noc(-c3cccs3)n2)c1 | i | i | i | i | i | i | i | i | i | i | i

In a second layout: two of the compounds above
SMILES,TRPC4 act,TRPC4 PAM,MrgX1 allo act,MrgX1 antag,TRPC6 inh,TRPC6 act,MrgX1 ag,ANO1 activ,ANO1 block,TRPC4 inh,RGS4 block
O=C(Cn1c(NCCO)nc2ccccc21)c1ccc(Cl)cc1Cl,i,i,i,i,i,i,i,i,i,i,i
Cc1cc2ncn(C3CC(=O)N(C)C3=O)c2cc1C (stereo not given),i,i,i,i,i,i,i,i,i,i,i

(next part)
SMILES | TRPC4 act | TRPC4 PAM | MrgX1 allo act | MrgX1 antag | TRPC6 inh | TRPC6 act | MrgX1 ag | ANO1 activ | ANO1 block | TRPC4 inh | RGS4 block
CN(C)c1ccc(C(=O)NCCCSc2ccccc2)cc1 | i | i | i | i | i | i | i | i | i | i | i
CCc1cccc(NC(=O)C2CCCN2C(=O)Nc2ccc(C)cc2)c1 (stereo not given) | i | i | i | i | i | i | i | i | i | i | i
CCc1ccc(Nc2nc(C)cc(C)c2C(N)=O)cc1 | i | i | i | i | i | i | i | i | i | i | i
COc1cccc2cc(C(=O)Nc3ccc(F)cc3)c(=Nc3ccc(C(=O)O)cc3)oc12 | i | i | i | i | i | i | i | i | i | i | i
Cc1ccc(CNC(=O)C(OC(=O)c2cccs2)C(C)C)cc1 (stereo not given) | i | i | i | i | i | i | i | i | i | i | i
Brc1ccc(-c2cn3ccccc3n2)cc1 | i | i | i | i | i | i | i | i | i | i | i
Cc1nnc(SCc2c(Cl)cccc2Cl)n(N)c1=O | i | i | i | i | i | i | i | i | i | i | i
Cc1ccc(N/C=C/C(=O)c2sc(-c3ccccc3)nc2C)cc1 | i | i | i | i | i | i | i | i | i | i | i
O=C1CCCC(=O)C1=C1SCCS1 | i | i | i | i | i | i | i | i | i | i | i
OCCC1CN(Cc2nc3ccccc3[nH]2)CCN1C1CCCC1 (stereo not given) | i | i | i | i | i | i | i | i | i | i | i
O=C(Cc1ccc(-c2ccccc2)cc1)NCc1cccnc1 | i | i | i | i | i | i | i | i | i | i | i
NC(=O)c1nn(-c2ccccc2)nc1NC(=O)CN1CCOCC1 | i | i | i | i | i | i | i | i | i | i | i
O=C(O)CC(NS(=O)(=O)Cc1ccccc1)c1cccc([N+](=O)[O-])c1 (stereo not given) | i | i | i | i | i | i | i | i | i | i | i
CC1(C)CC(NS(=O)(=O)c2ccccc2)CC(C)(C)N1 | i | i | i | i | i | i | i | i | i | i | i
Cc1ccc(NC(=S)N2CCN(Cc3ccccc3)CC2)c(C)c1 | i | i | i | i | i | i | i | i | i | i | i
CC(C)(C)NC(=O)COC(=O)c1snc(C(=O)NC2CCCCC2)c1N | i | i | i | i | i | i | i | i | 100* | i | i
COc1ccc(NC(=O)N2CCN(C(=O)c3ccco3)CC2)c(OC)c1 | i | i | i | i | i | i | i | i | i | i | i
Cc1nc2cc(NC(=O)N3CCCCC3)ccc2n1C | i | i | i | i | i | i | i | i | i | i | i
COc1ccc(CCNCc2ccc(OCc3ccc(Cl)nc3)c(OC)c2)cc1OC | i | i | i | i | -6* | i | i | i | i | i | i
O=c1c2cccc3c2c(nn1CN1CCOCC1)-c1ccccc1-3 | i | i | i | i | i | i | i | i | i | i | i
COc1ccc(NC(=O)CSc2nnnn2C)c([N+](=O)[O-])c1 | i | i | i | i | i | i | i | i | i | i | i
O=C1c2cccc3cccc(c23)C(=O)N1c1ccncc1 | / | / | i | i | / | / | i | i | i | / | /
COc1ccc(CCNC(=O)c2cc(-c3ccc4c(c3)OCO4)on2)cc1OC | i | i | i | i | i | i | i | i | i | i | i
O=C(CSc1nnc(-c2ccco2)o1)c1ccc(F)c(F)c1 | i | i | i | i | i | i | i | i | i | i | i
O=C(Nn1cnnc1)c1ccc(OC(F)(F)C(F)C(F)(F)F)cc1 (stereo not given) | i | i | i | i | i | i | i | i | i | i | i
COc1ccc(C(=O)CSc2nnc(NC(=O)C3CC(=O)N(c4ccccc4)C3)s2)cc1 (stereo not given) | i | i | i | i | i | i | i | i | i | i | i
Brc1ccccc1/C=N/Nc1ccccn1 | i | i | i | i | i | i | i | i | i | i | i
N#C/C(=N\Nc1c(Cl)cccc1Cl)C(=O)NN | i | i | i | i | i | i | i | i | 25* | i | i
FC(F)c1nnc2ccc(Cl)nn12 | i | i | i | i | i | i | i | i | i | i | i
CCc1noc(C)c1C(=O)N(C)CC(=O)Nc1ccccc1C(F)(F)F | i | i | i | i | i | i | i | i | i | i | i
O=S(=O)(Nc1nc2ccccc2nc1Nc1ccc2c(c1)OCO2)c1ccc(F)cc1 | i | i | i | i | i | i | i | i | i | i | i
CN(C)S(=O)(=O)N1CCN(c2ccccc2)CC1 | i | i | i | i | i | i | i | i | i | i | i
CCOC(=O)C[C@H]1c2ccccc2S(=O)(=O)N1Cc1cc(OC)c(OC)c(OC)c1 | i | i | i | i | i | i | i | i | i | i | i
CC(C)CCN(C(=O)c1csnn1)C(C(=O)NC1CCCCC1)c1ccc(F)cc1 (stereo not given) | i | i | i | i | i | i | i | i | i | i | i
COc1ccc(C2C(=O)c3ccccc3C2=O)cc1 | i | i | i | i | i | i | i | i | i | i | i
O=C(NC1CCCCCC1)c1ccco1 | i | i | i | i | i | i | i | i | i | i | i
C/C(=N/OC(=O)C1CC1)c1cc(-c2ccc(Cl)cc2)no1 | i | i | i | i | i | i | i | i | i | i | i
CC(C)CCn1c(N2CCCC2)nc2c1c(=O)n(C)c(=O)n2C | i | i | i | i | i | i | i | i | i | i | i
COc1ccc(CN(C)CC(=O)Nc2c(C)cccc2C)c(OC)c1 | i | i | i | i | i | i | i | i | i | i | i
CC1CCc2cc(F)ccc2N1C(=O)CSc1nnc2c(n1)[nH]c1ccc(F)cc12 (stereo not given) | i | i | i | i | i | i | i | i | i | i | i
COCCCNC(=O)C1CCC(CNS(=O)(=O)c2ccc(OC)cc2)CC1 (stereo not given) | i | i | i | i | i | i | i | i | i | i | i
O=c1cc2c(nn1Cc1ccccc1Cl)-c1ccccc1CC2 | i | i | i | i | i | i | i | i | i | i | i
CC(=O)c1ccc(NC(=O)Nc2ccncc2)cc1 | 43* | i | i | -6.8* | -5.2* | i | i | i | i | -6* | i
O=C(NNC(=O)C1CCCN(S(=O)(=O)c2cccc(F)c2)C1)C1CC1 (stereo not given) | i | i | i | i | i | i | i | i | i | i | i
COC(=O)CCC(=O)Nc1ccc(NC(C)=O)cc1 | i | i | i | i | i | i | i | i | i | i | i
CC(=O)c1c(N2CCN(C(=O)c3ccco3)CC2)nc(=S)n(-c2ccccc2)c1C | i | i | i | i | i | i | i | i | i | i | i
CCC(Cc1ccccc1)n1c(=S)[nH]c2ccccc2c1=O (stereo not given) | i | i | i | i | i | i | i | i | i | i | i
CCCc1cc(C(=O)Nc2cc(Cl)ccc2O)no1 | i | i | i | i | i | i | i | i | i | i | i
Cc1cc(C)c(C)c(S(=O)(=O)N2CCSCC2)c1C | i | i | i | i | i | i | i | i | i | i | i
COc1cc2c(cc1OC)C(c1cc(OC)c(OC)cc1[N+](=O)[O-])N(C(C)=O)CC2 (stereo not given) | i | i | i | i | i | i | i | i | i | i | i
O=C(c1cccs1)N1CCN(c2cc(Cl)ccc2Cl)CC1 | i | i | i | i | i | i | i | i | i | i | i
C=CCOC(=O)C1=C(C)N=C2SCCC(=O)N2C1c1cccs1 (stereo not given) | i | i | i | i | i | i | i | i | i | i | i
Cc1ccc(Cn2nnc3c(=O)[nH]c(C4CCN(S(=O)(=O)c5ccccc5F)CC4)nc32)cc1 | i | i | i | i | i | i | i | i | i | i | i
Cc1ccc(N(Cc2ccc(C(=O)NN=C3CCN(C)CC3)cc2)S(C)(=O)=O)cc1C | i | i | i | i | i | i | i | i | i | i | i

Screens deposited in PubChem BioAssay by Johns Hopkins Ion Channel Center.

An unsorted share of the library (roughly 5.8% active in at least one column).
